# Bioassay records deposited in PubChem by Southern Research Specialized Biocontainment Screening Center.
# VEEV TC-83 Vero: inhibitors of VEEV TC-83 cytopathic effect, confirmation, Vero cells (AID 588727). Vero cells, VEEV TC-83 cytopathic effect inhibition; higher % means a stronger effect. inhibition, % at 20 µM; hits with a dose series show IC50 in µM. 350,000 compounds, 0.13% hits; in the data active = a potency from the dose series; inconclusive = inhibition mostly from about 14% at the one dose, without a potency; inactive = the rest, 99 in 100 with inhibition below about 12%; also: strong numbers were not always called active
# H37Rv inhibition: M. tuberculosis growth inhibition, HTS (AID 449762). M. tuberculosis H37Rv growth inhibition, 7H9 media; higher % means a stronger effect. inhibition, % at 25 µM, or IC50 in µM where a hit was titrated. 330,000 compounds, 0.59% hits; in the data active = a potency from the dose series; inconclusive = inhibition above about 70% without an active follow-up result;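 also: bacterial growth assessed after seven days of incubation; strong numbers were not always called active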
# influenza NS1A: NS1A inhibition, H1N1 influenza, cell based functional assay (AID 504329); 340,000 compounds, 0.3% hits; inhibition, % at 12.5 µM, or IC50 in µM where a hit was titrated; NS1A functional cell-based assay, percent inhibition; higher % means a stronger effect; in the data active = a potency from the dose series; inconclusive = inhibition above about 27% without an active follow-up result; also: strong numbers were not always called active
# Salmonella PhoP GFP: PhoP regulon inhibitors, Salmonella typhi PhoP promoter GFP reporter, confirmatory (AID 1850); Salmonella Typhi PhoP-promoter GFP reporter, fluorescence, 4 h; higher % means a stronger effect; one-dose inhibition, % at 50 µM; IC50 in µM for titrated hits; 310,000 compounds, 0.33% hits; in the data active = a potency from the dose series; inconclusive = inhibition mostly from about 25% at the one dose, without a potency; inactive = the rest, 99 in 100 with inhibition below about 19%;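 also: 0% = induced wells with vehicle and 100% = uninduced wells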
# tuberculosis growth: growth inhibition of non-replicating M. tuberculosis (AID 488890). Mycobacterium tuberculosis non-replicating, growth inhibition; higher % means a stronger effect. inhibition, % at 25 µM, or IC50 in µM where a hit was titrated. 320,000 compounds, 0.39% hits; in the data active = a potency from the dose series; inconclusive = inhibition mostly from about 82% at the one dose, without a potency; inactive = the rest, 99 in 100 with inhibition below about 76%;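 also: plate controls were DMSO cells for no effect and high antibiotic wells for full effect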
# VEEV TC-83 Vero 10K pilot screen: recorded beside VEEV TC-83 Vero, whose call it bears; inhibition, %; measured here: 10K pilot screen inhibition
# * = called active by the depositor; i = inactive; ? = inconclusive; . = not tested or not shown. Outcome played no part in choosing rows; about 1.6% have a hit in one of these screens.
SMILES,VEEV TC-83 Vero,H37Rv inhibition,influenza NS1A,Salmonella PhoP GFP,tuberculosis growth,others
COc1cc(OC)cc(-c2c(-c3cccs3)c3cc(-c4ccc5[nH]ccc5c4)ccc3n2C)c1,9.6%,8%,-5%,.,-5%,
COc1ccc(/C(C)=N\NC(=O)c2ccc3c(c2)OCO3)cc1OC,.,3%,.,-5%,31%,
CCOC(=O)C1=C(C)N(Cc2ccc(C(=O)O)cc2)C(=O)NC1c1ccc([N+](=O)[O-])cc1 (centres undefined),0.1%,3%,-1%,-2%,1%,
CCn1cc(C(=O)NCc2ccccn2)c(=O)c2cc(F)c(N3CCN(C)CC3)cc21,1.2%,-3%,-12%,?,12%,
NS(=O)(=O)c1ccc(NC(=S)NNC(=O)c2ccc(Br)o2)cc1,2.6%,-7%,-14%,-14%,14%,
O=C1CCC/C(=N/NC(=O)c2cc(NS(=O)(=O)c3cccs3)cc(NS(=O)(=O)c3cccs3)c2)C1,1.5%,-7%,-7%,-7%,-3%,
CC1CCC(C(C)C)C(=O)/C1=C\c1ccc(NC(=O)CCC(=O)O)cc1 (centres undefined),0.8%,4%,-8%,-6%,3%,VEEV TC-83 Vero 10K pilot screen=0.9
COc1ccc(Cl)cc1NC(=O)CCn1c(=O)oc2ccccc21,i,-6%,-7%,-12%,13%,
CCOC(=O)CN/C=C(\C#N)c1ccc(F)cc1,1.0%,49%,1%,-31%,?,
CNS(=O)(=O)c1ccc(C(=O)NCC(=O)NC(C)c2cccs2)cc1 (centres undefined),5.7%,4%,0%,.,-9%,
Cc1ccc(S(=O)(=O)N2CCOCC2)cc1C(=O)Nc1cc(S(=O)(=O)N2CCCCC2)ccc1O,4.3%,.,-3%,.,.,
CNc1sc(C(=O)c2cccs2)c(N)c1-c1nc2ccccc2s1,1.6%,?,13%,-8%,4%,
O=C(CNC(=O)c1n[nH]c2ccccc12)Nc1ccc(F)c(F)c1F,i,-3%,-16%,.,1%,
Cc1ccc(S(=O)(=O)N2CCC(C(=O)NCC3CCCCC3)CC2)cc1,1.6%,2%,-2%,-6%,31%,
O=C(COC(=O)/C=C/c1ccco1)NCc1ccccc1Cl,i,?,-17%,-4%,23%,
CN(CC(=O)Nc1ccc(Cl)c(Cl)c1)C(=O)CNC(=O)C1CCCCC1,1.4%,-3%,-8%,.,22%,
CC1CCCCC12NC(=O)N(CC(=O)Nc1ccc(S(=O)(=O)Nc3ncccn3)cc1)C2=O (centres undefined),i,-19%,0%,.,-12%,
CS(=O)(=O)c1nc(S(=O)(=O)c2ccc(Cl)cc2)c(N2CCCCC2)s1,i,3%,3%,0%,-2%,
COc1ccc(OC)c(C(=O)NC(CC(N)=O)c2ccc(NCCOc3ccccc3)c([N+](=O)[O-])c2)c1 (centres undefined),0.6%,6%,6%,12%,8%,
CC1CCC2(CC1)NC(=O)N(CC(=O)N1CC(C)CC(C)C1)C2=O (centres undefined),2.0%,4%,-12%,.,-6%,

# Quoted from the entries so far for reference:
SMILES,VEEV TC-83 Vero,H37Rv inhibition,influenza NS1A,Salmonella PhoP GFP,tuberculosis growth,others
COc1ccc(OC)c(C(=O)NC(CC(N)=O)c2ccc(NCCOc3ccccc3)c([N+](=O)[O-])c2)c1 (centres undefined),0.6%,6%,6%,12%,8%,
CC1CCC2(CC1)NC(=O)N(CC(=O)N1CC(C)CC(C)C1)C2=O (centres undefined),2.0%,4%,-12%,.,-6%,

# Returning to the listing with the three entries that preceded the break.
SMILES,VEEV TC-83 Vero,H37Rv inhibition,influenza NS1A,Salmonella PhoP GFP,tuberculosis growth,others
CS(=O)(=O)c1nc(S(=O)(=O)c2ccc(Cl)cc2)c(N2CCCCC2)s1,i,3%,3%,0%,-2%,
COc1ccc(OC)c(C(=O)NC(CC(N)=O)c2ccc(NCCOc3ccccc3)c([N+](=O)[O-])c2)c1 (centres undefined),0.6%,6%,6%,12%,8%,
CC1CCC2(CC1)NC(=O)N(CC(=O)N1CC(C)CC(C)C1)C2=O (centres undefined),2.0%,4%,-12%,.,-6%,
CC(C)C(=O)NNC(=O)CSc1ncnc2c1cnn2-c1ccccc1Cl,1.3%,3%,-2%,-8%,-3%,
CN(CC(=O)Nc1ccc(OC(F)(F)F)cc1)C(=O)c1ccc(N2CCCC2=O)cc1,3.1%,-3%,-6%,.,2%,
CCOC(=O)C1CCCN(c2c(C(=O)c3ccccc3)cnc3ccccc23)C1 (centres undefined),9.1%,3%,0%,-1%,12%,
CCOc1ccccc1NC(=O)c1ccc(CN2CCc3ccccc3C2)cc1,i,7%,-9%,1%,24%,
COc1ccc(C2C(C(=O)N3CCOCC3)CCC(=O)N2c2ccc(OC)cc2)cc1 (centres undefined),i,-5%,6%,4%,-13%,
CC1CCCCC1NS(=O)(=O)CCNC(=O)c1ccc2c(c1)OCO2 (centres undefined),1.2%,-2%,-13%,0%,3%,
COc1ccc(N2CCN(C(=O)CCc3ccccc3)CC2)cc1,8.3%,1%,18%,-1%,77%,
O=C(COC(=O)c1ccc(S(=O)(=O)NCc2ccco2)cc1)Nc1ncc(Cl)cc1Cl,0.5%,9%,-7%,-5%,-22%,
Cc1ccc(-n2c(C)nc3oc4ccccc4c(=O)c3c2=O)cc1,2.0%,8%,14%,1%,-3%,
CCN(CC)S(=O)(=O)c1cc(NC(=O)COC(=O)CCC(=O)c2ccc(F)cc2)ccc1C,0.3%,3%,-4%,15%,16%,
COC(=O)C(C)Oc1ccc2c(c1)O/C(=C\c1ccco1)C2=O (centres undefined),0.2%,5.6µM*,12%,-2%,?,
NC(N)=NC(=O)c1nc(Cl)c(N2CCCCCC2)nc1N,4.8%,48%,10%,-16%,26%,
CN1CCN(C(=O)C2CC(c3ccc(F)cc3)=NO2)CC1 (centres undefined),2.6%,-8%,8%,-5%,-9%,
COc1ccccc1N1CCN(S(=O)(=O)c2c(C)[nH]c(=O)[nH]c2=O)CC1,i,-9%,5%,-6%,-15%,
COc1ccc(-c2csc(Nc3ccc(S(N)(=O)=O)cc3)n2)cc1OC,4.6%,?,11%,-7%,74%,VEEV TC-83 Vero 10K pilot screen=6.9
O=C1C(=O)N(CCN2CCOCC2)C(c2cccc(Cl)c2)/C1=C(/O)c1ccc2c(c1)OCO2 (centres undefined),0.1%,-6%,25%,-19%,16%,
Cc1ccc(S(=O)(=O)Nc2ccc3c(c2)nc(CN2CCCC2)n3C)cc1,3.7%,-5%,2%,-3%,5%,
O=C(C1CCCCC1)N1CCC(c2nc3ccccc3[nH]2)CC1,6.5%,-6%,6%,-7%,5%,VEEV TC-83 Vero 10K pilot screen=0.1
COc1ccc(-c2cnc(OC(C)(C)C)nc2OC(C)(C)C)cc1OC,6.2%,-7%,8%,-16%,7%,
CC(C)c1ccc(NS(=O)(=O)c2cn(C)c(=O)n(C)c2=O)cc1,0.5%,-4%,-4%,3%,-14%,
O=C(Nc1cccc(S(=O)(=O)N2CCOCC2)c1)c1cnccn1,i,-8%,-5%,-6%,-2%,
C=CCn1cccc(C(=O)Nc2ccc(F)cc2)c1=O,0.5%,5%,-28%,4%,5%,
O=C(NCCO)C(F)(F)C(F)(F)C(F)(F)OC(F)(C(=O)NCCO)C(F)(F)F (centres undefined),0.5%,-11%,-2%,4%,-9%,
CCCC(=O)Nc1cc(=O)n(C)c(=O)n1C,0.2%,-11%,-1%,-10%,.,
Cc1nn(C)cc1CNC(=O)C1C2CCC(O2)C1C(=O)O (centres undefined),.,-1%,.,-3%,-7%,
O=C(NCc1ccccc1)N1CCn2c(nc3ccccc32)C1,0.2%,-13%,1%,-6%,-7%,
Cc1cc(/C=C(\C#N)C(=O)NC2CC2)c(C)[nH]1,1.3%,-7%,-3%,18%,-2%,
COc1cc(C2CC(=O)c3cnc(NC(C)=O)nc3C2)cc(OC)c1OC (centres undefined),8.9%,1%,3%,5%,-17%,
C/C(=N\OCC(=O)OCC(=O)NC(=O)c1ccc(OC(F)F)cc1)c1ccc2c(c1)OCO2,2.1%,7%,-10%,8%,4%,
CC(OC(=O)c1ccc2c(=O)n3c(nc2c1)CCC3)C(=O)NC1CCCCC1C (centres undefined),2.7%,2%,-1%,-4%,-6%,
C=CCc1cc(/C=C2/NC(=O)N(CC)C2=O)cc(OCC)c1OCc1ccc(C(=O)O)cc1,12%,6%,3%,-8%,1%,
COc1ccc(-c2nnn(CC(=O)N3CCN(c4ccccc4OC)CC3)n2)cc1OC,2.4%,-13%,-2%,-5%,5%,
CCOc1ccc(CCNC(=O)COC(=O)c2cccc(N(C)C)c2)cc1OCC,6.3%,-7%,12%,-2%,9%,
CN(C)/C=N/c1sc2c(c1C#N)CCC2,0.6%,7%,3%,-11%,60%,
Oc1ccccc1C=NCC(O)c1ccccc1 (centres undefined),i,-1%,-4%,-11%,13%,
CCCCN(CC)CCNC(=O)c1cc2c(=O)n(C)c3ccccc3c2s1,i,-1%,-3%,3%,66%,
CCOC(=O)C1CCN(C(=O)CCCn2c(=O)c3cccn3c3cccnc32)CC1,1.6%,5%,-8%,1%,11%,
N/C(=N\OC(=O)CCc1ccccc1)c1cccc(Br)c1,1.3%,?,-18%,-2%,69%,
COc1ccc(NC(=O)CN(C)C(=O)CN2C(=O)NC3(CCCC3)C2=O)cc1,1.1%,-4%,8%,2%,-8%,
O=C(NNc1ccc(Cl)cc1)c1sccc1Cl,0.7%,?,-1%,-11%,49%,
O=c1c2c(n3nnnc3n1Cc1ccccc1)-c1ccccc1CC21CCCC1,1.0%,7%,-1%,-12%,21%,
CC(C)C[C@@H]1NC(=O)N(CCCn2ccnc2)C1=O,0.7%,3%,0%,4%,-13%,
CCN1c2nc3ccccn3c(=O)c2CC2(C(=O)N(C)C(=O)N(C)C2=O)C1C (centres undefined),i,-19%,-6%,1%,-8%,
CNc1ccc(/C=C(\C#N)C(=O)Nc2ccccn2)cc1[N+](=O)[O-],i,6%,-3%,12%,-21%,
COc1cc([C@H]2[C@@H]3CCCC[C@]3(O)CCN2Cc2ccccc2F)ccc1O,4.6%,-7%,0%,8%,-2%,VEEV TC-83 Vero 10K pilot screen=2.6
CCCOc1ncnc2c1[nH]c1ccccc12,i,-9%,-4%,-9%,24%,
CN(C)Cc1c(O)ccc2occ(C(=O)c3ccccc3)c12,0.2%,3%,1%,3%,9%,
Cc1ccc(NC(=O)O/N=C/c2ccc(Br)cc2)cc1,i,3%,-1%,2%,17%,
COc1ccc(N2CCN(C(=O)CCCSc3nc4ccccc4[nH]3)CC2)cc1,i,5%,21%,0%,27%,
COC(=O)C(C)Sc1nnc(Cc2cc(=O)[nH]c(=O)[nH]2)n1-c1cccc(OC)c1 (centres undefined),1.1%,-1%,7%,-1%,-2%,
CC(C)CCNC(=O)C(NS(=O)(=O)c1ccc2c(c1)c(=O)n(C)c(=O)n2C)c1ccccc1 (centres undefined),0.6%,-11%,0%,-20%,-20%,
Cc1[nH]c(=O)[nH]c(=O)c1S(=O)(=O)N1CCN(c2cccc(Cl)c2)CC1,1.1%,1%,1%,7%,-3%,
O=C(Nc1nnc(-c2ccncc2)o1)c1ccc2ccccc2c1,9.9%,?,-7%,-3%,?,
OC(COc1ccc(Br)cc1)Cn1ccnc1 (centres undefined),0.3%,0%,-8%,4%,3%,
C/C(=N/NC(=O)Cc1cccc2ccccc12)c1cccs1,2.8%,3%,1%,-12%,-4%,VEEV TC-83 Vero 10K pilot screen=1.4

# 4 compounds already listed, ordered by count of non-hydrogen atoms, ascending:
SMILES,VEEV TC-83 Vero,H37Rv inhibition,influenza NS1A,Salmonella PhoP GFP,tuberculosis growth,others
CCCOc1ncnc2c1[nH]c1ccccc12,i,-9%,-4%,-9%,24%,
CNc1ccc(/C=C(\C#N)C(=O)Nc2ccccn2)cc1[N+](=O)[O-],i,6%,-3%,12%,-21%,
CCN1c2nc3ccccn3c(=O)c2CC2(C(=O)N(C)C(=O)N(C)C2=O)C1C (centres undefined),i,-19%,-6%,1%,-8%,
COC(=O)C(C)Sc1nnc(Cc2cc(=O)[nH]c(=O)[nH]2)n1-c1cccc(OC)c1 (centres undefined),1.1%,-1%,7%,-1%,-2%,

# Random excerpt: two records from the list
SMILES,VEEV TC-83 Vero,H37Rv inhibition,influenza NS1A,Salmonella PhoP GFP,tuberculosis growth,others
CC(C)CCNC(=O)C(NS(=O)(=O)c1ccc2c(c1)c(=O)n(C)c(=O)n2C)c1ccccc1 (centres undefined),0.6%,-11%,0%,-20%,-20%,
COc1ccc(N2CCN(C(=O)CCCSc3nc4ccccc4[nH]3)CC2)cc1,i,5%,21%,0%,27%,
